Screens (PubChem BioAssay)
Myeloid diff 2: promotes myeloid progenitor differentiation. hit rate 1% among 360,000. calls only at 10 µM. ER-HoxA9 myeloid progenitors, lysozyme-GFP differentiation, flow cytometry;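 active means normalized GFP-positive differentiation at or above the plate's own cutoff, the solvent-only control mean plus 3 SD; inconclusive means no clear call, values can overlap the other calls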;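 further: cells exposed to compound for four days before flow analysis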
Myeloid diff 2 GFP+ MAC1+ %: also measured in Myeloid diff 2; calls as there; GFP+ MAC1+ double positive, %; measured here: differentiation confirmed by MAC1 staining
* = called active by the depositor; i = inactive; u = inconclusive; x = not tested or not shown; + = active, no number. This is a subset; rates above refer to the full screens.

SMILES	Myeloid diff 2	Myeloid diff 2 GFP+ MAC1+ %
CC(C)C[C@@H]1CN(CCCC[C@H]2CNC(=O)C(=O)N2CCC2CCCCC2)C(=O)C(=O)N1CCC1CCCCC1	i	1.0
CCOC(=O)C1CCCN(C(=O)c2c(-c3ccccc3)noc2C)CC1 (centres undefined)	i	0.3
CC(C)(C)c1ccc(C(=O)N2CCC2(C)C(=O)NCC(F)(F)F)cc1 (centres undefined)	i	0.6
N#CC(=Cc1ccccn1)c1nc(-c2ccc(Cl)cc2)cs1	+	4.5*
COc1cc(OC)cc(-c2noc(-c3csc([C@@H]4C[C@H](O)[C@@H](CO)O4)n3)n2)c1	i	0.6
CC[C@]12c3[nH]c4ccc(OC)cc4c3CCN1C(=O)C(CC(=O)NC(C)(C)C)C[C@@H]2C(=O)N1CCN(C(=O)c2ccco2)CC1 (some centres undefined)	i	0.4
CCOC(=O)N1CCC(=NNC(N)=O)C1	i	0.4
CN(C)S(=O)(=O)c1ccc2c(c1)nc(CCC(=O)NCC(=O)Nc1ccc(F)c(F)c1F)n2C	i	0.6
Cc1ccc(NC2CCCN(C(=O)c3cc(C(C)C)nn3C)C2)cc1C (centres undefined)	i	1.1
COCCCN1C(=O)C(CC(=O)NCCCN(C)C)CC(C(=O)N2CCCCCC2)=C1C (centres undefined)	i	0.8
COC(=O)N1C2CCCCC2=NN(c2ccccc2)N1C(=O)OC (centres undefined)	i	1.5
COc1cc(C=CC(=O)c2cc(OC)c(OC)c(OC)c2)cc(OC)c1OC	u	x
Cc1nc2c(OCc3ccc(C(F)(F)F)cc3)cccn2c1N(C)CC1CC1	i	0.4
CCC(=O)Nc1ccc2c(c1)OC[C@@H](C)N(Cc1ccccc1F)C[C@@H](C)[C@@H](OC)CN(C)C2=O	i	2.2
CCCCCCN1C[C@H](O)[C@@H](n2cc(C3CC3)nn2)C[C@@H]1c1ccc(Cl)cc1	i	1.0
COc1cc(CNC(=O)Nc2nc(C(N)Cc3ccc(Cl)cc3)cs2)cc(OC)c1OC (centres undefined)	i	0.5
COCCNC(=O)C1(C)Cc2c(-c3ccc4c(c3)OCO4)ccnc2O1 (centres undefined)	i	0.9
CCC(=O)N1CCCC(C)(C(=O)Nc2nccc3cccnc23)C1 (centres undefined)	i	1.0
S=C(NCCCc1cnc[nH]1)NCCCN(Cc1ccc(Cl)c(Cl)c1)c1ccc(Br)cn1	i	1.1
CC(=O)Oc1ccc(Cn2c(C)c(C(=O)NCCC#N)sc2=O)cc1	i	2.0
CC1=C(C(=O)N(C)C)CC(CC(=O)NCCCN(C)C)C(=O)N1Cc1ccccc1 (centres undefined)	i	1.2
COc1cc(/C=C/C(=O)Nc2ccc(S(=O)(=O)Nc3ncccn3)cc2)ccc1OCC#N	i	1.5
COc1ccc(S(=O)(=O)NCC2(N3CCOCC3)CCCCC2)cc1OC	i	0.5
Cc1noc(C)c1NC(=O)N1C[C@H](O)COC[C@H]2O[C@@H](CC(=O)NCC3CCCCC3)CC[C@@H]21	i	1.2
COC(=O)[C@@]1(Cc2ccc(OC)cc2)[C@H]2c3cc(C(=O)N(C)C)n(Cc4c(CO)[nH]cc(C)c4=O)c3C[C@H]2CN1C(=O)c1ccccc1	i	1.5
The list continues.
SMILES	Myeloid diff 2	Myeloid diff 2 GFP+ MAC1+ %
CCN1C(=O)[C@H]2[C@@H](c3ccc(OC)cc3)N[C@]3(CCCN(Cc4ccc(C)cc4)C3=O)[C@H]2C1=O	i	0.4
O=C(Cc1ccc(NC(=O)C2CCCN(C(=O)C3CCCC3)C2)cc1)Nc1cccc(C(=O)N2CCCCC2)c1 (centres undefined)	i	0.8
COc1ccc(CNC(=O)CN2C(=O)NC(c3ccccc3)(c3ccccc3)C2=O)cc1OC	i	1.3
CC1COC(=C2C(=O)OCC2C)C1 (centres undefined)	u	x
COc1ccc(-n2nnnc2C(c2cccc(OC)c2OC)N2CCN(C/C=C/c3ccccc3)CC2)cc1 (centres undefined)	i	0.9
CCOc1ccc(S(=O)(=O)N2CCN(C(=O)c3ccc(Cl)c(S(=O)(=O)N4CCOCC4)c3)CC2)cc1	i	0.6
O=[N+]([O-])c1cccc(C=NN=C2c3ccccc3-c3ccccc32)c1	i	1.0
O=C(O)c1ccc(CSc2nc3c(c(=O)[nH]2)CCC3)cc1	i	0.6
O=c1ccc(-c2nc3ccccc3n2C(CCc2ccccc2)c2nc3ccccc3[nH]2)c[nH]1 (centres undefined)	i	2.9
Nc1cc(N)nc(SCc2ccccc2Cl)n1	i	1.1
CC(=O)OC[C@@H]1CN(Cc2ccccc2)C[C@H](n2cnc3c(NC(C)C)ncnc32)O1	i	0.9
CCCCn1nc(C(=O)N(C)Cc2nc3ccccc3c(=O)[nH]2)c2ccccc2c1=O	i	0.9
CC1(Oc2cccc(F)c2)CCN(Cc2csc3ccccc23)C1 (centres undefined)	i	1.4
CC1(C)CN(CCc2ccccc2)C(=O)[C@H]1CC(=O)Nc1ccc(Br)cc1	i	0.6
CCN1C(=O)[C@H]2[C@H]3CN=C(SCc4ccc(C(=O)OC)cc4)N3[C@@](C)(C(=O)OC)[C@H]2C1=O	i	0.7
CC1(C)CC2(OC2c2ccccc2)C(=O)c2ccccc21 (centres undefined)	i	0.6
CCOC(=O)[C@]12CCC=C1N(Cc1ccco1)C(=O)[C@H](CC(=O)N1CCOCC1)C2	i	1.0
CCCn1c(N)c(C(=O)CSc2nnc3ccccn23)c(=O)n(C)c1=O	i	0.9
CCOCc1c(C(=O)N2CCN(CC(=O)Nc3ccc(F)cc3)CC2)oc2ccccc12	i	0.4
COc1ccc(CN2C(=O)C(CC(=O)NC3CCCCC3)CC(C(=O)N3CCOCC3)=C2C)cc1 (centres undefined)	u	x
O=C(NCc1ccccc1)C(c1cccc2ccccc12)n1c(=O)c(-c2ccccc2)nc2ccccc21 (centres undefined)	i	4.1
COc1ccc(C2/C=C\CC(NS(=O)(=O)c3ccc(C)cc3)CC(=O)N2Cc2ccccc2F)cc1 (centres undefined)	i	1.4
COc1ccc(NC(=O)N(C)C[C@@H]2OCc3cnnn3CCCC(=O)N([C@H](C)CO)C[C@H]2C)cc1	i	0.9
N#CCCn1nc2c(c1N)CCC2	i	0.8
C[C@@H]1CN([C@@H](C)CO)C(=O)c2cc(Br)cnc2O[C@@H]1CN(C)S(C)(=O)=O	i	0.7
More compounds.
SMILES	Myeloid diff 2	Myeloid diff 2 GFP+ MAC1+ %
NS(=O)(=O)c1cccc(NC(=O)CSc2nc3ccccc3c(=O)n2CC2CCCO2)c1 (centres undefined)	i	0.8
COc1cccc(CN(C)CCCn2ccc(NC(=O)OCc3ccccc3)nc2=O)c1	i	0.7
OC(c1ccccc1)c1ncc(-c2ccc(C(F)(F)F)cc2)[nH]1 (centres undefined)	i	0.6
CC1(C(=O)NS(=O)(=O)c2ccc(Cl)s2)CCN1C(=O)C1(c2ccc(Cl)cc2)CCC1 (centres undefined)	i	0.7
CCCNC(=O)C1(C)CCCN(Cc2cc(-c3ccccc3)n(C)n2)C1 (centres undefined)	i	0.8
CC1=CC(=O)[C@@H](OC(=O)Nc2ccc(C)cc2)[C@@H](c2ccccc2Br)N1C	i	0.7
CN(C)CCCn1c2c3ccccc3ccc2c2oc(=O)c3ccccc3c21	u	x
Cc1cccc(C)c1NC(=O)C1(C)CSCC(=O)N1CCC(C)C (centres undefined)	i	1.6
COC(=O)C1CCN(S(=O)(=O)CCNC(=O)c2ccccc2)CC1	i	0.5
COc1ccc(C(=O)C2CCCN(C(=O)Cn3nc(C)nc3C)C2)cc1F (centres undefined)	i	0.5
COc1ccccc1-c1cnc(C(O)c2cccc(CN3CCCCC3)c2)[nH]1 (centres undefined)	i	0.9
COc1cccc(NC(=O)CSc2nnc3ccc(-c4ccccn4)nn23)c1	i	0.4
COc1ccc(NC(=O)C(c2cc3ccccc3o2)n2c(=O)c(-c3cc4ccccc4[nH]3)nc3ccccc32)cc1 (centres undefined)	i	2.2
CC(C)(C)CC(C)(C)SSc1n[nH]c(=S)s1	i	0.8
CC1(C)CC(=O)C2=C(C1)N(c1ccccc1)C(=O)C(C(=O)OCc1ccccc1)C2 (centres undefined)	i	0.6
O=C(Nc1cccc2ccccc12)c1csc([C@@H]2O[C@H](CO)[C@H](O)[C@H](O)[C@H]2O)n1	i	1.1
COc1cc(/C=C/C(C)=NNc2ccccc2)ccc1O	i	0.6
O=C(Nc1cccc(C(F)(F)F)c1)c1csc([C@H]2C[C@H](O)[C@@H](CO)O2)n1	i	0.3
Nc1nc2c(ncn2[C@@H]2O[C@H](CNCc3cnc(N4CCOCC4)s3)[C@@H](O)[C@H]2O)c(=O)[nH]1	i	0.9
CCN(CC)C(=O)c1cccc(-c2csc(C(O)c3ccccc3)n2)c1 (centres undefined)	i	0.2
O=C(Nc1ccccc1C(=O)Nc1nccs1)c1ccccc1	i	0.9
CC1(Oc2cccc(C#N)c2)CCN(Cc2ccc(-c3ccccn3)cc2)C1 (centres undefined)	i	2.0
O=C(C1CC1)N1CCc2cc(Br)c(S(=O)(=O)N3CCCCCC3)cc21	i	1.5
O=S(=O)(NC1CC1)c1ccc(Br)cc1N1CCC[C@H]1CO	i	0.7
CC(=O)NC(c1ccc(F)c(F)c1)c1nc(-c2ccc(F)c(Cl)c2)cs1 (centres undefined)	i	0.2
(next part)
SMILES	Myeloid diff 2	Myeloid diff 2 GFP+ MAC1+ %
CSCCC(c1nnnn1C1CCCCC1)N1CCN(C/C=C/c2ccccc2)CC1 (centres undefined)	i	1.2
CC(=O)Nc1ccc(C(=O)OCC(=O)NC2CCCCCC2)cc1	i	1.0
Cc1coc2c(C)c3oc(=O)c(CCC(=O)N[C@H](C(=O)O)C(C)C)c(C)c3cc12	i	0.4
Cc1ccsc1C(=O)N(C)CC(=O)Nc1ccccc1Br	i	0.3
O=C(Nc1ccc(C(=O)N2CCN(c3ccncc3)CC2)cc1)c1ccc(Br)o1	i	0.2
CCCNC(=O)C1(C)CCCN(C(=O)c2ccc3snnc3c2)C1 (centres undefined)	i	0.1
C[C@H](O)[C@@H]1CN2CCc3c([nH]c4ccccc34)[C@@H]2C[C@@H]1N(C)C(=O)Nc1ccc(Br)cc1	i	0.7
COc1cc2c3c(n(C)c(=O)c2cc1OC)-c1cc2c(cc1C3=O)OCO2	i	1.5
Cc1ccc(CN2C(=O)CCC2(C)c2nnnn2-c2ccc3c(c2)OCCO3)cc1 (centres undefined)	i	0.8
O=C(NCCNC(=O)c1ccc(-c2cccc(Cl)c2)o1)c1cnccn1	i	1.3
CSc1ncccc1C(=O)OCC(=O)N(C)Cc1ccc(C)cc1	i	2.8
Cc1ccc(S(=O)(=O)N2[C@@H](CO)CO[C@H]2CC(=O)c2ccc(F)cc2)cc1	i	1.0
O=S(=O)(c1ccccc1)N1N=C(c2ccc(Cl)cc2)CC1c1ccco1 (centres undefined)	i	0.3
O=C(COC(=O)C1COc2ccccc2O1)c1ccccc1 (centres undefined)	i	0.3
COc1ccccc1CNS(=O)(=O)c1cc(C(=O)NCc2ccccn2)c(Cl)cc1Cl	i	1.9
O=C(COC(=O)c1cccc(F)c1)Nc1cccc(S(=O)(=O)N2CCCCC2)c1	i	0.2
C#CCNC(=O)C[C@@H]1C[C@@]2(C(=O)OC)CCCCC=C2N(CCC2=CCCCC2)C1=O	i	0.9
O=S(=O)(N[C@@H]1CC[C@H](CCNS(=O)(=O)c2ccccc2Cl)O[C@@H]1CO)c1ccccc1	i	2.0
Nc1ccc(S(=O)(=O)NCC2CCCCO2)cc1 (centres undefined)	i	0.8
COc1cccc(C(C)(O)c2nc(/C=C/c3ccccc3)cs2)c1 (centres undefined)	i	1.3
Cc1cn([C@H]2C[C@H](O)[C@@H](/C=C/C(=O)NCCc3ccc4c(c3)OCO4)O2)c(=O)[nH]c1=O	i	0.5
COc1ccc(-c2[nH][nH]c(=O)c2NC(=O)c2ccc([N+](=O)[O-])cc2)cc1	i	0.8
Cc1cc(O)c(C(C)C)cc1N=Cc1ccc(N(C)C)cc1	i	0.6
CCCCn1nnnc1C1(C)CCC(=O)N1Cc1ccc(OC)c(OC)c1 (centres undefined)	i	0.9
Cc1nc2ccc(C(=O)N3c4ccccc4N=C(c4ccc5c(c4)OCO5)C3C(=O)NCc3ccccc3)cc2[nH]1 (centres undefined)	i	2.3
CC(=O)Nc1cnc(-c2ccccc2C(F)(F)F)cn1	i	1.5
O=C(c1cccs1)N1C[C@@H](n2cc(-c3ccc(F)cc3)nn2)[C@H](O)C[C@@H]1c1ccccc1	i	1.0
O=C(Nc1cc(Cl)ccc1N1CCOCC1)c1ccc2c(c1)OCO2	i	0.7

Twelve consecutive compounds from above, for reference:
SMILES	Myeloid diff 2	Myeloid diff 2 GFP+ MAC1+ %
C#CCNC(=O)C[C@@H]1C[C@@]2(C(=O)OC)CCCCC=C2N(CCC2=CCCCC2)C1=O	i	0.9
O=S(=O)(N[C@@H]1CC[C@H](CCNS(=O)(=O)c2ccccc2Cl)O[C@@H]1CO)c1ccccc1	i	2.0
Nc1ccc(S(=O)(=O)NCC2CCCCO2)cc1 (centres undefined)	i	0.8
COc1cccc(C(C)(O)c2nc(/C=C/c3ccccc3)cs2)c1 (centres undefined)	i	1.3
Cc1cn([C@H]2C[C@H](O)[C@@H](/C=C/C(=O)NCCc3ccc4c(c3)OCO4)O2)c(=O)[nH]c1=O	i	0.5
COc1ccc(-c2[nH][nH]c(=O)c2NC(=O)c2ccc([N+](=O)[O-])cc2)cc1	i	0.8
Cc1cc(O)c(C(C)C)cc1N=Cc1ccc(N(C)C)cc1	i	0.6
CCCCn1nnnc1C1(C)CCC(=O)N1Cc1ccc(OC)c(OC)c1 (centres undefined)	i	0.9
Cc1nc2ccc(C(=O)N3c4ccccc4N=C(c4ccc5c(c4)OCO5)C3C(=O)NCc3ccccc3)cc2[nH]1 (centres undefined)	i	2.3
CC(=O)Nc1cnc(-c2ccccc2C(F)(F)F)cn1	i	1.5
O=C(c1cccs1)N1C[C@@H](n2cc(-c3ccc(F)cc3)nn2)[C@H](O)C[C@@H]1c1ccccc1	i	1.0
O=C(Nc1cc(Cl)ccc1N1CCOCC1)c1ccc2c(c1)OCO2	i	0.7
